Screens: PubChem, National Center for Advancing Translational Sciences (NCATS)
GCN5L2 inh: GCN5L2 (KAT2A) acetyltransferase inhibition; 390,000 tested, 0.21% active; Potency, µM (doses to about 58.9 µM), for inactives: top-dose activity change, negative = inhibition, most hits filed as inhibitors; GCN5L2 HAT assay, ThioGlo1 CoA-SH fluorescence
Target sequence (Q92830 whole entry, looked up): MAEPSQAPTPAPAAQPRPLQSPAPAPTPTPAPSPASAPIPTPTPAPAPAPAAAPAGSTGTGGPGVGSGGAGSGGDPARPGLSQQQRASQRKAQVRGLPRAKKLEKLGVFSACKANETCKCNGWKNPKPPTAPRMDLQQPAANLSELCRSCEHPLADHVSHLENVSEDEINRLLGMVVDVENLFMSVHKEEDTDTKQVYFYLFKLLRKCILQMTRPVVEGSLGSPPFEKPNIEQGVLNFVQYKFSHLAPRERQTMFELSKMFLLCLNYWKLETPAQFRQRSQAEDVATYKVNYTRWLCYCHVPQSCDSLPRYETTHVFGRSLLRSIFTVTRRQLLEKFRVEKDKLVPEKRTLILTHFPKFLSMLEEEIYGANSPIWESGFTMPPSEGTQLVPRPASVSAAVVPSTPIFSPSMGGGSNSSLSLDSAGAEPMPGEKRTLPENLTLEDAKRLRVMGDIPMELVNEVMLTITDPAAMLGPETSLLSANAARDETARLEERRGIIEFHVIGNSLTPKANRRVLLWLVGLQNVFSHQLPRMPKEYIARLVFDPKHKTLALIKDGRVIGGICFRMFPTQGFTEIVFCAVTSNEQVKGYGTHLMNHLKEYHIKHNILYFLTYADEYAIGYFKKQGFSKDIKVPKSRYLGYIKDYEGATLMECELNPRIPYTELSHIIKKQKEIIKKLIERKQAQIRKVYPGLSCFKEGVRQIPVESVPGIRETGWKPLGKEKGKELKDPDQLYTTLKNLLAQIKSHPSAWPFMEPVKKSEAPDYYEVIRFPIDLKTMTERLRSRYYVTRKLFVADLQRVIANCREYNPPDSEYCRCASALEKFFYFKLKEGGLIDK
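ThioGlo1-coupled HAT assay: 20nM GCN5L2, 70uM acetyl-CoA, 75uM H3(1-25) peptide, pH 7.5. Fluorescence read at 340/540nm at start and after 20 min at room temperature.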
TDP1 cell CPT: DT40-hTDP1 cell growth loss with CPT. chicken DT40 Tdp1-/-;hTDP1 cells + 20 nM CPT, ATP luminescence, 48 h. 420,000 tested, 12% active. Potency, µM (series often up to 46.2 µM), for the others: at the top dose activity change, negative = growth inhibition, hits mostly inhibitors. AID 686979; note: nearly all actives have a fitted effect of over 55% in size
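Chicken DT40 Tdp1-/- cells stably complemented with human TDP1 were seeded at 400 cells/well in medium containing 20 nM camptothecin, exposed to pin-transferred compounds, and grown at 37 °C for at least 48 hr. Viability was read as ATP luminescence.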
DT40 TDP1 no CPT: qHTS for Inhibitors of human tyrosyl-DNA phosphodiesterase 1 (TDP1): qHTS in cells in absence of CPT; 420,000 tested, 15% active; AID 686978, 2013; Potency, µM (doses to about 46.2 µM), for inactives: at the highest dose activity change, negative = growth inhibition, hits mostly inhibitors; DT40 Tdp1-/- hTDP1 cells, no CPT, ATP luminescence, 48 h; note: nearly all actives have a fitted effect of over 55% in size
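DT40 Tdp1-/-;hTDP1 cells, no CPT (DMSO vehicle only), 400 cells/well; compounds pin-transferred; ≥48 hr, 37 °C; CellTiter-Glo 30 min RT dark, luminescence read.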
An asterisk follows results filed as active. Calls come from the whole dose curve; as a rule, active = well fitted curve in the direction sought with a large enough effect; inconclusive = small, poorly fitted or top-dose-only effect, or another doubt; inactive = no such curve, though single readings can be large; an effect the other way counts as inactive or inconclusive. % is set by controls: 0 for no effect and ±100 for the full control effect; potency is the fitted concentration of half-maximal effect.

What do the screens show for `Cc1ccc(C(=O)N/C(=C\c2ccc(C)o2)C(=O)O)cc1`?
GCN5L2 inh: 0.4%; TDP1 cell CPT: -13.4%; DT40 TDP1 no CPT: 11.3%

How did COc1cccc(C2CC(c3cccc(C)c3)n3ncnc3N2)c1 (centres undefined) do in these assays?
GCN5L2 inh: 2.4%; TDP1 cell CPT: inconclusive; DT40 TDP1 no CPT: inconclusive

Results for CCOc1cc(/C=N/n2c(C)nnc2C)ccc1O ?
GCN5L2 inh: -6.8%; TDP1 cell CPT: 5.8%; DT40 TDP1 no CPT: 3.2%

What do the screens show for `O=C(Nc1ccccc1)OCCNC(=O)c1cccc(Cl)c1`?
GCN5L2 inh: 0.7%; TDP1 cell CPT: inconclusive; DT40 TDP1 no CPT: inconclusive

How did CCOC(=O)c1cccc(NC(=O)C2CCN(c3nnc(C)c4c(C)n(-c5ccccc5)nc34)CC2)c1 do in these assays?
GCN5L2 inh: -9.3%; TDP1 cell CPT: -19.0%; DT40 TDP1 no CPT: -28.5%

What do the screens show for `O=C(c1ccco1)N1CCN(C(=O)c2cccc3c2C(=O)N(C2CCCCC2)C3)CC1`?
GCN5L2 inh: 1.3%; TDP1 cell CPT: 8.6%; DT40 TDP1 no CPT: 14.8%

How did CCOc1ccc(-c2nnc(-c3cccs3)o2)cc1OCC do in these assays?
GCN5L2 inh: -13.7%; TDP1 cell CPT: inconclusive; DT40 TDP1 no CPT: inconclusive

Results for O=C(COC(=O)/C=C/c1ccc([N+](=O)[O-])cc1)NCc1ccco1 ?
GCN5L2 inh: -0.5%; TDP1 cell CPT: -19.4%; DT40 TDP1 no CPT: -3.6%

Results for C[C@H](CO)N1C[C@H](C)[C@@H](CN(C)S(=O)(=O)c2ccccc2)Oc2c(NC(=O)Nc3ccc4c(c3)OCO4)cccc2C1=O ?
GCN5L2 inh: -6.1%; TDP1 cell CPT: 16.4µM*; DT40 TDP1 no CPT: inconclusive

How did CSc1nc(-c2ccco2)nn1S(=O)(=O)c1ccc(C)cc1 do in these assays?
GCN5L2 inh: 1.3%; TDP1 cell CPT: -1.7%; DT40 TDP1 no CPT: 5.3%

Results for CC1=CC2=NC(=O)/C(=C\c3cccn3CCOc3ccccc3C)C(=N)N2O1 ?
GCN5L2 inh: -15.1%; TDP1 cell CPT: 20.6µM*; DT40 TDP1 no CPT: inconclusive

What do the screens show for `COc1ccccc1OCCNC(=O)c1cc(C2CC2)nc2c1cnn2C(C)C`?
GCN5L2 inh: -0.9%; TDP1 cell CPT: inconclusive; DT40 TDP1 no CPT: inconclusive

What do the screens show for `CSc1nsc(SCC(=O)Nc2ccccc2C(=O)O)n1`?
GCN5L2 inh: -0.1%; TDP1 cell CPT: inconclusive; DT40 TDP1 no CPT: -28.2%

How did CCN(CC)CCN(C(=O)c1ccco1)c1nc2c(C)cccc2s1 do in these assays?
GCN5L2 inh: -18.4%; TDP1 cell CPT: 14.6µM*; DT40 TDP1 no CPT: 20.6µM*

Results for CCC1(c2ccc(F)cc2)NC(=O)N(CC(=O)Nc2ccc(S(N)(=O)=O)cc2)C1=O (centres undefined) ?
GCN5L2 inh: -1.2%; TDP1 cell CPT: 2.6%; DT40 TDP1 no CPT: 15.2%

Results for COc1ccc(OC)c(NC(=O)COC(=O)CCCN=C2NS(=O)(=O)c3ccccc32)c1 ?
GCN5L2 inh: -2.0%; TDP1 cell CPT: -18.9%; DT40 TDP1 no CPT: -1.2%

What do the screens show for `COc1ccc(C2CCCN2C(=S)Nc2ccc(C)cc2Cl)cc1OC` (centres undefined)?
GCN5L2 inh: -5.5%; TDP1 cell CPT: inconclusive; DT40 TDP1 no CPT: 16.4µM*

How did COc1ccc(C(=O)Nc2ccc(Nc3ccccc3)cc2)cc1OC do in these assays?
GCN5L2 inh: inconclusive; TDP1 cell CPT: -4.7%; DT40 TDP1 no CPT: 12.3%

Results for Cc1ccc(NC(=O)CSCC(=O)NC2(C)CCS(=O)(=O)C2)cc1 (centres undefined) ?
GCN5L2 inh: -8.1%; TDP1 cell CPT: -4.2%; DT40 TDP1 no CPT: 1.8%

Results for CC(C)c1ccc(NC(=O)[C@H](NC(=O)[C@@H]2Cc3ccccc3CN2)c2ccccc2)cc1 ?
GCN5L2 inh: -7.0%; TDP1 cell CPT: inconclusive; DT40 TDP1 no CPT: inconclusive

Structural class: the entries above containing a COOH group
What do the screens show for `Cc1ccc(C(=O)N/C(=C\c2ccc(C)o2)C(=O)O)cc1`?
GCN5L2 inh: 0.4%; TDP1 cell CPT: -13.4%; DT40 TDP1 no CPT: 11.3%

What do the screens show for `CSc1nsc(SCC(=O)Nc2ccccc2C(=O)O)n1`?
GCN5L2 inh: -0.1%; TDP1 cell CPT: inconclusive; DT40 TDP1 no CPT: -28.2%

Back to the main list with the four entries that preceded the break.
What do the screens show for `COc1ccc(C2CCCN2C(=S)Nc2ccc(C)cc2Cl)cc1OC` (centres undefined)?
GCN5L2 inh: -5.5%; TDP1 cell CPT: inconclusive; DT40 TDP1 no CPT: 16.4µM*

How did COc1ccc(C(=O)Nc2ccc(Nc3ccccc3)cc2)cc1OC do in these assays?
GCN5L2 inh: inconclusive; TDP1 cell CPT: -4.7%; DT40 TDP1 no CPT: 12.3%

Results for Cc1ccc(NC(=O)CSCC(=O)NC2(C)CCS(=O)(=O)C2)cc1 (centres undefined) ?
GCN5L2 inh: -8.1%; TDP1 cell CPT: -4.2%; DT40 TDP1 no CPT: 1.8%

Results for CC(C)c1ccc(NC(=O)[C@H](NC(=O)[C@@H]2Cc3ccccc3CN2)c2ccccc2)cc1 ?
GCN5L2 inh: -7.0%; TDP1 cell CPT: inconclusive; DT40 TDP1 no CPT: inconclusive

Results for COC(=O)[C@@H]1CCCN1Cc1ccc2c(c1)CN(Cc1ccc3c(c1)CCCN3C)CCO2 ?
TDP1 cell CPT: 11.4%; DT40 TDP1 no CPT: -2.0%

How did Cc1nn(CCCC(=O)Nc2cc(Oc3ccc(F)cc3)cc([N+](=O)[O-])c2)c(C)c1[N+](=O)[O-] do in these assays?
GCN5L2 inh: -1.0%; TDP1 cell CPT: inconclusive; DT40 TDP1 no CPT: inconclusive

How did COc1ccccc1CNC(=O)C(CCSC)NC(=O)c1cccc(S(=O)(=O)N2CCOCC2)c1 (centres undefined) do in these assays?
GCN5L2 inh: 1.8%; TDP1 cell CPT: -6.1%; DT40 TDP1 no CPT: -26.5%

What do the screens show for `COc1ccc(-c2csc(C(C)(O)c3ccc(F)c(F)c3)n2)cc1OC` (centres undefined)?
TDP1 cell CPT: 18.4µM*; DT40 TDP1 no CPT: inconclusive

How did Cc1c(C(=O)NCc2ccc(F)cc2)sc(=O)n1Cc1ccccc1 do in these assays?
TDP1 cell CPT: inconclusive; DT40 TDP1 no CPT: inconclusive

How did COC(=O)CSc1nc2ccccn2c(=O)c1C=O do in these assays?
GCN5L2 inh: -8.6%; TDP1 cell CPT: -15.2%; DT40 TDP1 no CPT: 1.8%

What do the screens show for `CC1CCN(C(=O)c2cc3nc(-c4ccccc4)cc(-c4ccccc4)n3n2)CC1`?
GCN5L2 inh: -4.5%; TDP1 cell CPT: 16.4µM*; DT40 TDP1 no CPT: 29.1µM*

Results for CC(C)(C)c1ccc(NC(=O)CSc2n[nH]c(=O)n2-c2cccnc2)cc1 ?
GCN5L2 inh: -3.2%; TDP1 cell CPT: inconclusive; DT40 TDP1 no CPT: inconclusive

What do the screens show for `COC(=O)C1=C(N)Oc2cc(N(C)C)ccc2C1c1ccccc1OC` (centres undefined)?
GCN5L2 inh: -16.7%; TDP1 cell CPT: 4.61µM*; DT40 TDP1 no CPT: 4.61µM*

Results for CCN(CC)S(=O)(=O)c1ccc2c(c1)nc(CCC(=O)Nc1ccccc1Cc1ccccc1)n2CC ?
GCN5L2 inh: -6.0%; TDP1 cell CPT: 20.6µM*; DT40 TDP1 no CPT: 23.1µM*

What do the screens show for `Cc1ccc(OCC(=O)Nc2nnn(C)n2)c(C)c1`?
GCN5L2 inh: -3.5%; TDP1 cell CPT: -3.6%; DT40 TDP1 no CPT: -29.5%

What do the screens show for `O=C(C[C@@H]1C/C=C\CCC(=O)OC[C@H](Cc2ccccc2)NC1=O)N[C@@H](CO)Cc1ccccc1`?
GCN5L2 inh: 1.4%; TDP1 cell CPT: inconclusive; DT40 TDP1 no CPT: inconclusive

Results for CCCNC(=O)C1(C)CCCN(C(=O)c2cccc(C(F)(F)F)c2)C1 (centres undefined) ?
TDP1 cell CPT: -20.8%; DT40 TDP1 no CPT: -20.3%

What do the screens show for `Cc1ccc(S(=O)(=O)N2C[C@H]3N(C(=O)OC(C)C)N(C(=O)OC(C)C)C[C@H](OC(=O)NC4CCCC4)[C@@]3(O)C2)cc1`?
TDP1 cell CPT: inconclusive; DT40 TDP1 no CPT: 20.6µM*

What do the screens show for `N#C/C(=C1\C(=O)Nc2c(Cl)cc(Cl)cc21)c1nnc2n1CCCCC2`?
GCN5L2 inh: -6.8%; TDP1 cell CPT: inconclusive; DT40 TDP1 no CPT: -12.7%

How did Cc1ccccc1CNC(=O)C(=O)NCCC1CCCCN1S(=O)(=O)c1cccs1 (centres undefined) do in these assays?
GCN5L2 inh: -7.3%; TDP1 cell CPT: 18.4µM*; DT40 TDP1 no CPT: inconclusive

How did Cc1ccc(-c2nc3ccccn3c2Nc2ccccc2C)s1 do in these assays?
GCN5L2 inh: -16.0%; TDP1 cell CPT: inconclusive; DT40 TDP1 no CPT: 20.6µM*

How did Cc1onc(-c2ccccc2)c1-c1nnc(COC(=O)c2ccc(N(C)C)cc2)o1 do in these assays?
TDP1 cell CPT: 20.6µM*; DT40 TDP1 no CPT: 20.6µM*

How did NS(=O)(=O)c1cccc(NC(=O)CSc2nnnn2-c2ccccc2)c1 do in these assays?
GCN5L2 inh: -4.7%; TDP1 cell CPT: -5.7%; DT40 TDP1 no CPT: -13.7%

How did Cc1ccc(S(=O)(=O)N2CCN(C(=O)c3ccc(-n4cncn4)c([N+](=O)[O-])c3)CC2)cc1 do in these assays?
GCN5L2 inh: -25.7%; TDP1 cell CPT: -28.2%; DT40 TDP1 no CPT: -29.7%

What do the screens show for `O=C(Nc1nc2ccccc2n1CCN1CCOCC1)c1ccc(COc2ccccc2Br)o1`?
GCN5L2 inh: -6.2%; TDP1 cell CPT: inconclusive; DT40 TDP1 no CPT: inconclusive

Results for CCCCOP(=O)(c1ccc(N(C)C)cc1)C(O)c1ccc(OC)c(OC)c1 (centres undefined) ?
GCN5L2 inh: -2.4%; TDP1 cell CPT: -4.3%; DT40 TDP1 no CPT: -24.9%

How did c1ccc(SC23CCCCN(CCC2)C32OCCO2)cc1 (centres undefined) do in these assays?
TDP1 cell CPT: -21.6%; DT40 TDP1 no CPT: -27.3%

What do the screens show for `Cc1cc(OCCCCn2ccnc2)cc(C)c1Cl`?
GCN5L2 inh: -3.8%; TDP1 cell CPT: 18.4µM*; DT40 TDP1 no CPT: 20.6µM*

Results for CN(CC(=O)NCC(=O)Nc1ccc(F)c(F)c1F)C1CCS(=O)(=O)C1 (centres undefined) ?
GCN5L2 inh: -1.8%; TDP1 cell CPT: -7.3%; DT40 TDP1 no CPT: 2.6%

How did O=C(CNC(=O)c1ccccc1F)NC1CC1 do in these assays?
GCN5L2 inh: -0.9%; TDP1 cell CPT: -17.3%; DT40 TDP1 no CPT: -6.0%

Results for Cc1ccc(NS(=O)(=O)c2ccc3c(c2)NC(=O)CCS3)c(C)c1 ?
GCN5L2 inh: -3.4%; TDP1 cell CPT: 23.1µM*; DT40 TDP1 no CPT: inconclusive

How did Cc1cccc(NC(=O)c2ccc3c(c2)CCN3S(=O)(=O)c2ccccc2)c1C do in these assays?
GCN5L2 inh: -1.4%; TDP1 cell CPT: -28.4%; DT40 TDP1 no CPT: -27.9%

Results for O=C(CNC(=O)c1cccc(Cl)c1)N/N=C/C=C/c1ccccc1 ?
GCN5L2 inh: -7.1%; TDP1 cell CPT: -1.7%; DT40 TDP1 no CPT: -22.9%

How did Cc1ccc(NC(=O)c2cc3ccccc3oc2=N)cc1 do in these assays?
GCN5L2 inh: 2.2%; TDP1 cell CPT: -4.7%; DT40 TDP1 no CPT: inconclusive

Results for c1ccc(Cn2nc(-c3ccccc3)nc2-c2ccccc2)cc1 ?
GCN5L2 inh: -7.4%; TDP1 cell CPT: -18.3%; DT40 TDP1 no CPT: inconclusive

How did CC(C)N1C/C(=C/c2cccnc2)C(=O)/C(=C/c2cccnc2)C1 do in these assays?
GCN5L2 inh: -4.7%; TDP1 cell CPT: 1.64µM*; DT40 TDP1 no CPT: 1.64µM*

What do the screens show for `CC(=O)Nc1ccc(S(=O)(=O)NC(C(=O)O)C(C)C)cc1` (centres undefined)?
TDP1 cell CPT: -0.5%; DT40 TDP1 no CPT: 5.1%

A portion of the library (hit frequency here may not be typical).
